# MT stabilize HCS: microtubule stabilizers in HeLa cells, primary screen, imaging, high-content imaging | HeLa tubulin immunostaining HCS, 24 h; share of cells brighter than vehicle mean+2SD | % tubulin-high responders, % at 10 µM | 200,000 tested, 0.83% active | AID 2205, 2009;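 active means plate Z-score above 3 for both tubulin-high and condensed-nucleus cell shares, with cell loss under 80%, at 10 µM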;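 further: anti alpha tubulin signal scored within the nucleus-defined area of each cell; some results filed as inactive read as strong as hits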
# TNAP activators: human TNAP enzyme activators, primary screen, biochemical, luminescent, no phosphate acceptor, uHTS (AID 1001); 200,000 tested, 0.03% active; purified TNAP, luminescent activation assay, no phosphate acceptor; higher activation fold means a stronger effect; Alkaline phosphatase, tissue-nonspecific isozyme (Homo sapiens); activation fold at 20 µM; hits with a dose series show EC50 in µM; in the data active means activation fold from about 3, or a potency from the dose series; inactive means the rest, 99 in 100 with activation fold below about 1.6; further: many of its hits are not listed in these tables
# Dynein transport: inhibitors of GR-EGFP nuclear translocation, primary screen, dynein cargo transport inhibitor project, imaging, high-content, 3617.4 mouse cells. AID 1381, 2008. 220,000 tested, 0.47% active. test concentration mostly 20 µM; stimulated with dexamethasone, 1 µM; hits give low values. z-score, hits read low;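 active means plate z-score of nuclear minus cytoplasmic receptor signal below a set negative limit, without overly bright fluorescence or cell loss, cut at about -3.5 in these data, passing the limit was not always enough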;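 further: z-score of nuclear minus cytoplasmic ring GR-EGFP intensity difference per well; some compounds called inactive have numbers as strong as hits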
#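 Buffer or medium – tet-free medium with charcoal-stripped serum · Signal – automated 10x imaging of fixed Hoechst-stained cells · Also added – dexamethasone agonist, 1.0 µM final, for 30 min · Incubation – induction 48 h, compound 1 h, agonist 30 min · Read-out – GR-EGFP nuclear translocation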
# bCat nuc transl: modulators of beta-catenin nuclear translocation, primary screen, imaging, HeLa cells, immunofluorescence, high-content; nuclear translocation activity, % at 5 µM; 190,000 tested, 0.3% active; AID 1665, 2009;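 active means nuclear translocation activity above 50% at 5 µM, with a well cell count of 50 or more; inconclusive means wells under 50 cells across six images, flagged as toxic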;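 further: per-cell ratio of nuclear to cytoplasmic median beta-catenin stain intensity; plate controls were DMSO negative control for no effect and GSK-3 inhibitor IX positive control for full effect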
#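 Assay system: human HeLa cells, native beta-catenin; doses: 5 µM primary, 0.02–20 µM confirmation; incubation: compound treatment 24 h, 37°C, 5% CO2; technique: fluorescence imaging of beta-catenin antibody stain plus DAPI; measure: % activation, nuclear-to-cytoplasmic median beta-catenin signal ratio per cell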
# Hep lipid drop: inhibitors of hepatocyte lipid droplet formation, primary screen, imaging, high-throughput imaging, BODIPY stain; AML12 mouse hepatocytes, oleate lipid droplets; inhibition, % at 6.5 µM; 240,000 tested, 0.4% active; AID 1656, 2009;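 active means lipid droplet intensity inhibited by at least 50%, with more than 500 cells counted; inconclusive means wells with under 300 cells, treated as cytotoxic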
#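 Assay system: AML12 hepatocytes (mouse) / Also added: 100 µM oleic acid challenge / Times: overnight treatment with compound plus oleate / Detection: high-content imaging of BODIPY-stained droplets and DAPI nuclei / Evaluation: % inhibition of lipid droplet signal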
# Myeloid diff 2: induction of myeloid progenitor differentiation, primary screen, cell-based, flow cytometry, MLPCN library; calls only at 10 µM; ER-HoxA9 myeloid progenitors, lysozyme-GFP differentiation; 360,000 tested, 1% active;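 active means normalized GFP-positive differentiation at or above the plate's own cutoff, the solvent-only control mean plus 3 SD; inconclusive means no clear call, values can overlap the other calls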;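 further: cells exposed to compound for four days before flow analysis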
# T cell HTS: modulators of CD8 T cell-vesicle binding, primary screen, mouse 2C CD8+ T cells, flow cytometry; 2C CD8+ T cell-vesicle binding; hits give low values; calls only at 7 µM; 330,000 tested, 0.068% active;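 active means response, share of CD8 T cells binding vesicles, and their 90th percentile fluorescence all below set limits, cut at about 80% in these data, passing the limit was not always enough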
#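 Read-out – percent CD8+ FL2 mean versus row control · System – murine 2C transgenic CD8+ T lymphocytes · Times – 1.5 h cell–vesicle binding at 37 °C, then 20 min icy labelling · Control set – naked vesicles low, QL9 vesicles with vehicle high · Detection – cytometric PE anti-B7-1 and Alexa647 anti-CD8 signals after 1% paraformaldehyde fixation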
# Ins promoter up: insulin promoter activators in MIN6 cells, imaging, high-content screening, mouse beta cells | 190,000 tested, 0.3% active | z-score at 5 µM | AID 1625, 2009 | MIN6 insulin promoter-GFP reporter; hits give high values;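 active means z-score above 3 at 5 µM with at least 500 cells counted in the well; inconclusive means wells under 500 cells, flagged as cytotoxic or low count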
# PMI inhibitors: inhibitors of human PMI, primary screen, biochemical, fluorescence intensity, coupled assay (AID 1209); inhibition, % at 20 µM; hits with a dose series show IC50 in µM; 190,000 tested, 0.42% active; purified PMI enzyme, coupled fluorescence intensity; higher % means a stronger effect; Mannose-6-phosphate isomerase (Homo sapiens); in the data active means inhibition above about 50%;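 further: plate controls were DMSO vehicle for no effect and wells lacking substrate for full effect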
# Dynein transport cytoplasmic EGFP: second read-out of Dynein transport, no call of its own (marks repeat the call); z-score; measured here: cytoplasmic GR-EGFP intensity; hits give high values
# Dynein transport nuclear GR-EGFP: further read-out of Dynein transport, marked with its call; z-score; measured here: nuclear GR-EGFP intensity;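 lower value marks the stronger effect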
# Dynein transport cell count: second read-out of Dynein transport, no call of its own (marks repeat the call); z-score; measured here: cell count per field
# Ins promoter up cell count: second read-out of Ins promoter up, no call of its own (marks repeat the call); cell count; measured here: cytotoxicity, nuclei count;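 total cells summed across four imaged fields per well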
# Hep lipid drop cells 6.5 µM: second read-out of Hep lipid drop, no call of its own (marks repeat the call); cell count; measured here: cell count, cytotoxicity flag;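 cells counted across two imaged fields per well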
# bCat nuc transl cell count 5 µM: second read-out of bCat nuc transl, no call of its own (marks repeat the call); cell count; measured here: cell count, cytotoxicity flag
# T cell HTS vesicle-bound %: recorded beside T cell HTS, whose call it bears; double positive events, %; measured here: CD8+ vesicle-bound cell fraction;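 binding gate set so that unloaded-vesicle control wells show 10% double positive cells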
# MT stabilize HCS Hoechst-high %: further read-out of MT stabilize HCS, marked with its call; % Hoechst-high responders; measured here: nuclear condensation Hoechst responders;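 share of cells brighter than vehicle mean plus two SD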
# MT stabilize HCS cytotoxicity %: also measured in MT stabilize HCS; calls as there; toxicity, %; measured here: cytotoxicity by cell density;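 0% = mean cell density of plate MIN control wells and 100% = no cells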
# Myeloid diff 2 GFP+ MAC1+ %: further read-out of Myeloid diff 2, marked with its call; GFP+ MAC1+ double positive, %; measured here: differentiation confirmed by MAC1 staining
# * hit, by the source's call; i = inactive; ? = inconclusive; nt = not tested or not shown; + = active, no number.
No.	Molecule	MT stabilize HCS Hoechst-high %	Dynein transport cell count	Dynein transport nuclear GR-EGFP	Hep lipid drop cells 6.5 µM	Dynein transport cytoplasmic EGFP	Ins promoter up	Hep lipid drop	bCat nuc transl	Myeloid diff 2	PMI inhibitors	T cell HTS	MT stabilize HCS cytotoxicity %	Ins promoter up cell count	TNAP activators	Myeloid diff 2 GFP+ MAC1+ %	bCat nuc transl cell count 5 µM	Dynein transport	T cell HTS vesicle-bound %	MT stabilize HCS
1	O=C(NCCc1ccccc1)c1ccc2c(c1)N(Cc1ccccc1)C(=O)CS2=O (stereo not drawn)	2.3	0.49	-0.29	605	-0.23	-0.24	-6	1.1	i	17%	i	7.3	1027	1.1	2.0	1070	-1.2	67	2.3
2	COc1cccc(/C=N/n2nnnc2N)c1O	nt	-0.2	0.32	677	-0.26	0.12	2	-1.4	i	nt	i	nt	1100	nt	0.4	1328	-0.62	43	nt
3	COC(=O)Cn1c2ccc(Cl)cc2c2nc(C)sc21	nt	-0.33	-0.049	658	-0.23	-0.37	14	1.4	i	nt	i	nt	1303	nt	0.5	1247	0.047	42	nt
4	O=Cc1cn(CC(=O)N2CCCCCC2)c2ccccc12	nt	1.3	-0.16	720	-0.24	-0.43	-4	1.0	i	nt	i	nt	955	nt	0.4	1197	-0.88	25	nt
5	CC(=O)Nc1cc2ccccc2oc1=O	2.0	-0.62	-0.36	749	-0.35	0.28	6	0.7	i	4%	i	3.4	1230	1.1	0.0	1106	-0.16	54	1.2
6	CCn1cc(Br)c(-c2nc3ccccc3c(=O)n2N)n1	1.4	0.073	-0.85	756	-0.21	-1.2	7	-3.8	i	6%	i	8.9	1281	1.1	6.9	1222	-0.75	52	2.4
7	Cc1ccc(NC(=O)c2ccc(C(C)(C)C)cc2)cc1-n1cnnn1	2.5	-0.15	0.14	733	-0.25	-0.52	-4	-1.8	?	2%	i	8.9	1659	1	nt	1019	-0.072	56	3.9
8	CCn1c(NCc2ccccn2)nc2ccccc21	2.1	-0.65	0.56	706	-0.15	nt	48	0.0	i	14%	i	3.6	nt	1	1.0	966	0.52	65	2.4
9	COc1cc(NC(=O)Cn2c(C)cc3ccccc3c2=O)cc(OC)c1OC	1.5	-1.1	0.93	nt	-0.075	-0.18	nt	1.8	i	8%	i	1.0	1101	1.1	0.5	755	1.8	52	3.0
10	CN1CCN(C(=O)c2cc3c(s2)-c2ccccc2S(=O)(=O)C3)CC1	4.0	0.9	-0.11	606	-0.22	1.4	-4	0.6	i	13%	i	9.3	1897	1.2	2.8	1121	-0.88	40	2.5
11	COc1ccc([N+](=O)[O-])cc1NC(=S)NC(NC(=O)C(c1ccccc1)c1ccccc1)C(Cl)(Cl)Cl (stereo not drawn)	1.7	0.027	0.054	nt	-0.23	0.57	nt	-0.7	i	17%	i	13	1302	1	1.5	903	0.56	21	5.5
12	Cc1ccc(C)c2nc3sc(C(=O)N4CCCc5ccccc54)c(N)c3cc12	1.0	0.64	-0.68	nt	17	nt	nt	nt	+	6%	i	11	nt	0.9	9.6*	nt	-7.1	34	1.8
13	O=C(COc1ccccc1)N1CCN=C1SCc1cccc(F)c1	nt	-1.5	1.3	769	-0.033	nt	19	0.4	i	nt	i	nt	nt	nt	0.1	1329	0.51	32	nt
14	O=C(Nc1nnc(C2COc3ccccc3O2)o1)c1ccc(F)cc1 (stereo not drawn)	1.7	0.25	-0.28	570	-0.19	0.01	-10	1.5	i	-1%	i	4.5	1469	1.1	0.2	1096	-0.37	33	3.5
15	CCCc1nc2oc3cc(OC)ccc3c(=O)c2c(=O)n1Cc1ccco1	1.5	-0.2	-0.079	740	2.8	-0.17	-16	nt	i	-6%	i	6.1	1292	1.1	2.1	nt	-0.9	20	2.2
16	COc1ccc(Cl)cc1C(=O)NNC(=O)CN1C(=O)C2CC=CCC2C1=O (stereo not drawn)	1.7	0.24	-0.7	687	-0.16	-0.43	-13	-0.8	i	4%	i	1.9	1183	1.2	1.1	964	-1.3	49	1.9
17	CCOC(=O)c1c(CN(CC)CC)oc2ccc(OC)cc12	1.6	1	-0.55	726	-0.26	-1.4	-19	-3.3	i	-14%	i	3.1	1062	1.1	1.8	1063	-0.66	49	3.2
18	Cc1ccc(CSc2nnc(-c3ccco3)o2)cc1	2.5	0.99	-0.0061	719	-0.25	nt	6	-12	i	11%	i	1.4	nt	1	0.0	1159	0.11	38	4.3
19	CCOC(=O)N1CCN(C(=O)Nc2sc3nc4n(c(=O)c3c2C)CCC(C)CC4)CC1 (stereo not drawn)	5.6	0.059	0.29	nt	-0.21	-1.3	nt	2.8	i	12%	i	3.0	1045	1.1	1.9	720	0.27	15	8.9
20	Cc1cc(C(=O)Nc2ccc(N3CCCCC3)cc2)no1	nt	0.45	0.031	767	-0.2	-0.42	0	-3.9	i	nt	i	nt	1399	nt	0.5	1152	0.24	37	nt
21	COc1cccc(C2NC(=O)NC(C)=C2C(=O)Nc2ccccc2C)c1 (stereo not drawn)	2.5	-0.35	0.19	nt	-0.2	-0.42	nt	-1.3	nt	2%	nt	7.4	984	1.2	nt	1156	-0.22	nt	5.5
22	COc1ccc(N2CCN(Cc3nc4c(c(=O)n(C)c(=O)n4C)n3CC(C)=O)CC2)cc1	1.6	-0.037	-1.2	nt	-0.066	nt	nt	nt	i	-3%	i	7.5	nt	1.1	0.5	nt	-0.95	8	1.7
23	O=C(CSc1nnc(CN2CCOCC2)n1-c1ccccc1)N1CCc2ccccc21	1.3	-0.21	-0.13	758	-0.19	-0.34	-20	-0.7	i	10%	i	8.8	1300	1.1	0.2	1059	-0.67	35	3.3
24	CN(C)S(=O)(=O)c1ccc(C(=O)Nc2nc(-c3cc4ccccc4o3)cs2)cc1	9.6	1.4	-0.9	606	-0.27	-1.5	-4	-3.3	i	12%	i	7.5	653	1.1	1.0	535	-0.98	46	4.4
25	COCc1c(C#N)c(NCc2cc(OC)c(OC)c(OC)c2)nc(C)c1[N+](=O)[O-]	nt	0.49	-0.077	768	-0.22	-0.25	-13	0.1	i	nt	i	nt	1048	nt	0.4	1363	-0.91	18	nt
26	CCn1c(N2CCN(S(=O)(=O)CC)CC2)nc2ccccc21	1.3	0.35	-0.44	555	-0.27	nt	-11	-0.7	i	-6%	i	8.2	nt	1	0.3	1557	-0.66	19	1.9
27	CC(C)Cn1c(N)c(C(=O)COC(=O)c2cccc(Cl)c2)c(=O)n(C)c1=O	2.8	-0.34	-0.46	698	-0.15	0.23	2	-3.8	i	18%	i	12	1263	1	0.4	1114	-0.63	27	2.9
28	Cc1cc(C)cc(NC(=S)Nc2ccccn2)c1	3.6	-0.36	0.019	675	-0.17	0.12	-4	-2.0	i	15%	i	7.9	1280	1.1	0.9	548	0.47	43	1.4
29	CCc1ccc(NC(=O)C(C)OC(=O)c2ccc(NS(=O)(=O)c3ccc(C)c([N+](=O)[O-])c3)cc2)cc1 (stereo not drawn)	2.6	0.94	-0.85	492	-0.18	-0.05	48	-0.2	i	1%	i	1.2	1310	1.1	0.2	931	-0.83	5	3.9
30	COc1cccc(-c2nnc(NC(=O)c3ccc4ncsc4c3)o2)c1	1.2	0.32	-0.61	613	-0.2	-0.25	-14	-4.0	i	-34%	i	2.3	1097	2.6	0.6	495	-0.32	38	2.4
31	CC(C)CNC(=O)c1cc(-c2ccc(Cl)c(Cl)c2)on1	1.9	0.37	0.15	nt	-0.15	1.3	nt	-3.1	i	6%	i	5.3	1130	1	4.6	1530	-0.42	15	2.5
32	Fc1ccc(CSc2nncn2NCc2ccccc2)cc1	3.0	0.72	-0.12	705	-0.27	nt	-16	-1.2	i	-5%	i	6.2	nt	1.1	0.9	1174	-0.16	39	4.3
33	Cc1occc1C(=O)N/N=C/c1c[nH]c2ccccc12	1.1	-0.83	0.96	nt	-0.06	0.1	nt	0.1	i	0%	i	3.5	1622	1.1	0.6	1335	1.3	16	2.2
34	O=C1[C@@H]2CSCN2C(=O)CN1CCc1cccc(F)c1	2.4	-0.03	0.045	nt	-0.22	-0.23	nt	-5.5	i	-3%	i	7.9	1328	1.1	1.0	1060	-0.29	43	5.1
35	O=C(CSc1nnc(-c2ccncc2)o1)c1cccc([N+](=O)[O-])c1	1.2	1	0.022	640	-0.35	-0.15	-3	0.1	i	-9%	i	6.1	1413	1.5	0.5	974	-0.94	10	2.6
